Compound activity: PubChem, National Center for Advancing Translational Sciences (NCATS)
AMA1-RON2 inh – inhibitors of Plasmodium falciparum AMA1-RON2 interaction; AlphaScreen AMA1-biotinylated RON2 peptide binding; Potency, µM (doses to about 58.2 µM), without a hit: at the top dose activity change, negative = inhibition, actives largely listed as inhibitors; 0.2% of 360,000 active; AID 720542;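 note: potency is the fitted concentration of half-maximal effect; 0% = vehicle wells and -100% = peptide control; nearly all actives have a fitted effect of over 45% in size; some results filed as inactive show a strong effect at the top dose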
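AMA1 (3D7) with his tag at 25 nM final met compounds first, then biotinylated RON2 peptide at 25 nM; detection used donor plus acceptor beads, 10 µg/mL apiece, read by AlphaScreen after 30 min at room temperature.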
HCMV antiviral – inhibitors of human cytomegalovirus; 4.5% of 410,000 active; HFF cells, HCMV-luciferase reporter, 72 h; hits give low values; activity change, negative = inhibition, % at 57.5 µM; in the data active = activity change below about -60%; inconclusive = no clear call, values can overlap the other calls; inactive = above about -39%
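Two-dose cell screen: HFF monolayers treated with compounds and infected with luciferase-expressing HCMV at 1 PFU/cell, 72 h at 37C, then lysed for luciferase measurement.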
LmPK inhibitor – inhibitors of Leishmania mexicana pyruvate kinase. purified LmPK, Kinase-Glo ATP luminescence, 1 h. Potency, µM (doses to about 57.5 µM), for the others: at the top dose activity change, negative = inhibition, usual class: inhibitors. 0.37% of 290,000 active. Q27686; note: potency is the fitted concentration of half-maximal effect
Target sequence (Q27686 whole entry, looked up): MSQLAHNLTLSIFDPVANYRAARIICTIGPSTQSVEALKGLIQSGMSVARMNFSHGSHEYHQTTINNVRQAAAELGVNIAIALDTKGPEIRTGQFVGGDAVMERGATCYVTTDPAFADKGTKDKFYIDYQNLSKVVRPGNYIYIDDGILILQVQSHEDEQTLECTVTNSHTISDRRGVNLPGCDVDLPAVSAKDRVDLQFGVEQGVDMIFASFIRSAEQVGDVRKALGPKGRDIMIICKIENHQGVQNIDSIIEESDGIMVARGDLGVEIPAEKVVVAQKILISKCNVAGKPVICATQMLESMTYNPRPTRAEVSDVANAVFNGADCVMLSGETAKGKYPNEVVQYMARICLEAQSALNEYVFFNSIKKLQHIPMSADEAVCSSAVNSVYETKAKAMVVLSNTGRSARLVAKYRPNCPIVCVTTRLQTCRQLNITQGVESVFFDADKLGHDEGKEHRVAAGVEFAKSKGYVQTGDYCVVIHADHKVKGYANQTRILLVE
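Screened at intermediate enzyme activity to detect both inhibitors and activators: LmPK at 0.1 nM, with a 0.5 nM enzyme column as activation reference. PEP 0.5 mM, ADP 0.1 mM; ATP detected by luminescence after 1 h.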
Sm TGR block – blocks Schistosoma mansoni thioredoxin glutathione reductase; Q962Y6; purified TGR, DTNB reduction, TNB absorbance 405 nm; Potency, µM (doses to about 114 µM), for inactives: top-dose activity change, negative = inhibition, hits mostly inhibitors; 3% of 360,000 active; AID 485364; note: potency is the fitted concentration of half-maximal effect; nearly all actives have a fitted effect of over 60% in size
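TGR 20 nM + NADPH 100 uM (dispensed conc.), cpd preinc 15 min RT; start with NADPH (500 uM addition) then DTNB (15 mM addition). Kinetic TNB absorbance, 405 nm filter. Four-parameter Hill fit across titration.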
AmpC no deterg – blocks E. coli AmpC beta-lactamase in detergent-free assay; Potency, µM (doses to about 57.1 µM), inactives show at the highest dose activity change, negative = inhibition, hits mostly inhibitors; AID 485341; 0.52% of 330,000 active; AmpC nitrocefin hydrolysis, absorbance 480 nm, 0.0001% Triton;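 note: potency is the fitted concentration of half-maximal effect; plate controls were no compound for no effect and no enzyme for full effect; nearly all actives have a fitted effect of over 20% in size; some results filed as inactive show a strong effect at the top dose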
Target sequence (P00811 whole entry, looked up): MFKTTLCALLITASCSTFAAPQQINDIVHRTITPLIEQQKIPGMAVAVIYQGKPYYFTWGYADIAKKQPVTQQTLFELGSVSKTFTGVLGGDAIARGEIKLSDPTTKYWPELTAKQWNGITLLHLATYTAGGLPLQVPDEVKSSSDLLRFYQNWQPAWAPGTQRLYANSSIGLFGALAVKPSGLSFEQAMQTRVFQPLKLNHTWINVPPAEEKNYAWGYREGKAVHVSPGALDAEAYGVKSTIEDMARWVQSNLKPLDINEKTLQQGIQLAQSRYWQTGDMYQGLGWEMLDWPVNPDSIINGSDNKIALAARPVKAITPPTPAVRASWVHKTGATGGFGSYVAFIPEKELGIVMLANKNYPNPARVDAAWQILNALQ
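20 mM phosphate pH 7.0 + 0.01% (detergent screen) or 0.0001% Triton X-100; 5.3 nM AmpC reagent; cpd preinc 15 min RT; nitrocefin (800 uM stock) to start; A480 q20 s × 4 min; Activity was normalised to no-enzyme and no-compound control wells.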
TbPYK inhibitor – T. brucei pyruvate kinase inhibition; Q57TT1; TbPYK enzyme, Kinase-Glo Plus ATP luminescence, 45 min; Potency, µM (highest dose often 76.8 µM), inactives show at the top dose activity, negative = inhibition, actives largely listed as inhibitors; 0.12% of 410,000 active; AID 624173; note: potency is the fitted concentration of half-maximal effect; nearly all actives have a fitted effect of over 50% in size
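Luminescent Kinase-Glo Plus end-point after 45 min room-temperature reaction of T. brucei pyruvate kinase started with 130 uM ADP (final). Buffer TEA 50 mM pH 7.2 with KCl, MgCl2, BSA, Tween-20; titration-based qHTS with fitted concentration-effect curves.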
AmpC inh detg – AmpC beta-lactamase inhibition with detergent present | P00811 | AmpC hydrolysis of nitrocefin, absorbance 480 nm, 0.01% Triton | Potency, µM (series often up to 114 µM), inactives show at the highest dose activity change, negative = inhibition, usual class: inhibitors | 0.041% of 370,000 active | AID 485294;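 note: potency is the fitted concentration of half-maximal effect; 0% = no-compound wells and -100% = no-enzyme wells; nearly all actives have a fitted effect of over 25% in size; some results filed as inactive show a strong effect at the top dose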
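AmpC (5.3 nM in the dispensed reagent) in 20 mM phosphate pH 7.0 with 0.01% (detergent screen) or 0.0001% Triton X-100 was preincubated with compounds for 15 min at room temperature. Nitrocefin was then added from an 800 uM solution, and hydrolysis was followed at 480 nm.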
The depositor's hits bear a star; ? = inconclusive; nt = no result given; & = joins results of further samples; ! = a repeat was not active; [ ] = dose if it differs, or a comment. Unless noted, calls come from the whole dose curve; as a rule, active = well fitted curve in the direction sought with a large enough effect; inconclusive = small, poorly fitted or top-dose-only effect, or another doubt; inactive = no such curve, though single readings can be large; an effect the other way counts as inactive or inconclusive. Unless noted, % is set by controls: 0 for no effect and ±100 for the full control effect.

SMILES	AMA1-RON2 inh	HCMV antiviral	LmPK inhibitor	Sm TGR block	AmpC no deterg	TbPYK inhibitor	AmpC inh detg
Cc1n[nH]c(=O)c2c(NC(=O)CSc3ccc(Br)cc3)oc(C)c12	18%	-16	nt	-30%	-8%	2%	0%
Cc1ccc2cc(-c3noc(C4CCCO4)n3)c(=O)[nH]c2c1 (centres undefined)	12%	-31	1%	9%	-20%	-2%	?
COc1ccc(NC(=O)CN(C)C(=O)c2cc(-c3ccncc3)nc3ccccc23)cc1	74%[activator]	-14	1%	6%	69%[activator]	4%	-11%
CCN1C(=O)C(Cc2nc3ccccc3c(=O)n2C)c2ccccc21 (centres undefined)	-7%	30	0%	-6%	80%	2%	?
C[C@]12CCC3C(CC[C@H]4C[C@@H](O)CC[C@]34C)C1CC[C@@H]2OC(=O)[C@H](N)CCCCN (some centres undefined)	-4%	-15	nt	nt	35%	4%	nt
Cc1ccc(S(=O)(=O)c2cc3c(=O)n4ccccc4nc3n(C)c2=N)cc1C	-1%	23	0%	-4%	-20%	2%	1%
CN(CCc1ccccc1)C(=O)c1cccc(NC(=O)Cc2cccc([N+](=O)[O-])c2)c1	-25%	-4	nt	nt	-38%	2%	nt
COCCNC(=O)/C(C#N)=C1\N=C(N)c2ccccc21	37%[activator]	24	-1%	-4%	-18%	0%	-20%
CCCCN1C(=O)C(=O)N(CC(=O)N2CCc3ccccc32)C1=O	-14%	-27	nt	-6%	-8%	4%	6%
O=C(NNC(=O)C1CC1c1ccccc1)Nc1ccccc1 (centres undefined)	31%[activator]	-36	-2%	0%	-5%	-8%	1%
O=C(NNC(=S)NC1CCCCC1)c1cccc(S(=O)(=O)Nc2ccccc2Cl)c1	55%[activator]	-33	4%	-15%	-37%	1%	-2%
C/C(CC(=O)Nc1ccc(C)c(Cl)c1)=N\NC(=O)c1ccco1	61%[activator]	10	0%	nt	-2%	4%	5%
O=[N+]([O-])c1cccc(-c2ccc(/C=N/NC(=S)Nc3cccc(F)c3)o2)c1	59%[activator]	?	0%	5%	-57%	-5%	7%
CC(=O)Nc1cc(-c2cccc(C(=O)N(C)C)c2)cn2c(-c3ccc(F)cc3)cnc12	18%	?	nt	nt	nt	-3%	nt
CCn1c(SCC(=O)c2c(N)n(C3CC3)c(=O)[nH]c2=O)nnc1-c1ccoc1C	-14%	-2	nt	-10%	-20%	1%	-16%
CC(C)(C)c1ccc(C(=O)Nc2ncn[nH]2)cc1	89%[activator]	177	-28%	1%[57.1 µM]	-17%	-2%	-3%
C=CCn1c(N)cc(=O)nc1SCC(=O)N1CCN(c2ccc(F)cc2)CC1	0%	-6	0%	28µM*	0%	-23%	5%
CC(C)CC(c1nnnn1CC1CCCO1)N1CCN(Cc2ccc3c(c2)OCO3)CC1 (centres undefined)	22%	32	0%	-18%	2%	-4%	?
CC(=NC1CCN(Cc2ccccc2)CC1)c1c(O)n(C)c(=O)n(C)c1=O	-13%	-4	0%	?	-14%	-3%	?
CC(OC(=O)c1cccc(-n2cnnn2)c1)C(=O)NCc1ccccc1 (centres undefined)	-5%	-6	nt	-1%	-12%	7%	-20%
CCC(=O)Nc1ccccc1-c1nc2ccccc2n(Cc2cccc(Br)c2)c1=O	nt	4	nt	-9%	nt	-2%	-4%
CC(C)CCN1CCN(Cc2c(F)cccc2Cl)CC1CCO (centres undefined)	-1%	-6	8%	10%	-9%	-4%	5%
CCOC(=O)CN(C)C(=O)CCc1nnc(-c2ccc(-c3ccccc3)cc2)o1	-2%	-17	2%	?	104%[activator]	0%	?
COc1ccc(-c2cn3c(n2)sc2cc(C(=O)NCc4ccccc4)ccc23)cc1	nt	nt	nt	-2%	nt	0%	-7%
N=c1c(C(=O)NC2CCCC2)cc2c(=O)n3ccccc3nc2n1C1CCCCC1	1%	-14	-2%	4%	-19%	3%	3%
O=C(COC(=O)CCc1ccc(S(=O)(=O)N2CCOCC2)cc1)NC1CCCCCC1	-11%	26	-3%	5%	46%	0%	4%
CN(C)CCOCCOc1ccccc1-c1ccccc1	?	-1	1%	-4%	23%	4%	?
COc1cc(/C=N/NC(=O)c2ccncc2)ccc1OC(C)=O	-8%	-11	-3%	-9%	0%	-2%	?
CCOc1ccc(CCNC(=O)Cn2nc(C)n3c(cc4occc43)c2=O)cc1OCC	nt	-1	nt	-3%	nt	-1%	21%
CCC(=O)N(C)CCc1cc2c(c(OC)c1/C=N/NC(=O)c1ccc(Br)cc1)OCO2	72%[activator]	-17	1%	6%	102%[activator]	15%	?
O=C(Nc1ccn(C2CCC(CO)O2)c(=O)n1)c1ccccc1 (centres undefined)	-12%	-21	nt	nt	nt	-4%	nt
CCCN1CNC(=S)N(c2ccccc2OC)C1	-1%	3	-2%	-7%	-3%	-10%	-4%
COc1ccccc1P(=O)(c1ccccc1)c1ccccc1	-3%	29	8%	-22%	2%	-6%	?
CC1(C(=O)Nc2cccc3ccccc23)CC1(Br)Br (centres undefined)	-6%	115	1%	?	-21%	-1%	2%
COc1cc(/C=C2\C(=O)N(c3ccc(S(N)(=O)=O)cc3)N=C2C)ccc1OC(=O)c1ccco1	-1%	-10	-9%	1%	-46%	-12%	5%
COC(=O)CSc1ccc(S(=O)(=O)N2CCC(C)CC2)cc1[N+](=O)[O-]	-13%	1	1%	17%	2%	-20%	-13%
Cc1sc2ncn(CC(=O)NCc3ccco3)c(=O)c2c1-c1ccc(F)cc1	-5%	16	13%	?	-10%	-12%	-6%
CCC(C)NC(=O)c1cc2c(Cl)nc3ccc(C)cc3c2s1 (centres undefined)	nt	-11	nt	-1%	nt	1%	0%
O=C1c2cccc3cccc(c23)C(=O)N1CCN1CCN(C(=S)Nc2ccc(F)cc2)CC1	nt	nt	-4%	-8%	-19%	nt	?
Cc1ccc(-c2c(C(=O)N(C)Cc3ccccc3)oc(=O)c3ccccc23)cc1	-18%	-65*!	-1%	-2%&-2%	7%	0%&29%	9%&-4%
CCCCCCN(C(=O)CCCCCN1C(=O)NC(c2ccc([N+](=O)[O-])cc2)C(C(=O)OCc2ccccc2)=C1C)C(C(=O)NCCCC)c1ccc(OCC(=O)OC)c(C(=O)OC)c1 (centres undefined)	nt	?	4%	-10%	55%	nt	3%
COC(=O)c1[nH]c2ccc(F)cc2c1NC(=O)CCN1CCN(C(=O)c2ccco2)CC1	nt	19	3%	-22%	33%	nt	-11%
Cc1ccc(CCNC(=O)CN(C)S(=O)(=O)c2cnc[nH]2)cc1	-7%[2.32 µM]	-29	1%	-3%	-9%	-4%	-14%
Cc1nn(-c2ccc(N3CCCCC3)nn2)c(C)c1CCC(=O)Nc1ccc(F)c(F)c1	-12%	31	0%	-7%	59%	-1%	-7%
CCOC(=O)c1cc2sc(C)cc2n1CC(=O)N(CC)CC	-22%	-5	0%	2%	28%	3%	-3%
Cc1cc(C(C)(C)C)cc(C)c1COC(=O)CN1C(=O)NC2(CCCC2)C1=O	20%	2	nt	-1%	37%	5%	3%
C[C@H](NC(=O)[C@H]1N2C(=O)c3ccccc3C2SC1(C)C)C(=O)N1CCN(C)CC1 (some centres undefined)	15%	-17	-4%	-22%	5%	-4%	-1%
CC(=O)N/C(=C\c1ccccc1Cl)C(=O)O	-4%	19	-1%	1%	-19%	6%	1%
Fc1cc(Br)ccc1NC(=S)Nc1cccnc1	14%	?	3%	10µM*	-27%	-5%	?
Cc1cc(Br)ccc1NC(=O)CN1C(=O)CCC1=O	9%	-13	-3%	-29%	-3%	1%	2%
Cc1ccc(-n2c(SCC(=O)NCc3ccccc3)nc3n[nH]c(C)c3c2=N)cc1Cl	nt	-33	nt	8%	nt	3%	2%
Cc1ccc(NC(=O)Cn2c(=O)oc3cc(S(=O)(=O)N4CCCC4)ccc32)cc1F	nt	-6	nt	5%	nt	4%	13%
Fc1ccc(C(CCNCc2cccs2)c2ccco2)cc1 (centres undefined)	-5%	-16	4%	-2%	-20%	-1%	0%
Cn1c(=O)c2c(SCC(=O)Nc3ccc4c(c3)OCCO4)nc(CC(C)(C)C)nc2n(C)c1=O	-10%	-64*	0%	6%	?	0%	?
Clc1ccc(-n2ncc3c(NCC4CCCO4)ncnc32)cc1 (centres undefined)	1%	47	-3%	-5%	-6%	2%	?
O=C(Nc1cc(Cl)ccc1Cl)c1cc(S(=O)(=O)N2CCCc3ccccc32)ccc1F	nt	?	nt	1%	nt	2%	6%
CCN(C(=O)CCc1nc(-c2ccc(C)cc2)no1)c1cccc(C(F)(F)F)c1	nt	9	nt	-7%	nt	-6%	-10%
CCN(CC)S(=O)(=O)c1ccc2c(c1)N(CC(=O)Nc1cccnc1Cl)C(=O)CO2	-1%	31	-1%	5%	-4%	2%	3%
Cc1cc(SC#N)cc(C)c1NC(=O)CCl	4%	-83*	2%	14µM*	-5%	-9%	-2%
COc1ccc(Cc2noc(CN3CCCC(OCc4ccccn4)C3)n2)cc1OC (centres undefined)	11%	6	3%	-4%	56%	-4%	3%

Structures above containing a cyano group, in the order listed:
SMILES	AMA1-RON2 inh	HCMV antiviral	LmPK inhibitor	Sm TGR block	AmpC no deterg	TbPYK inhibitor	AmpC inh detg
COCCNC(=O)/C(C#N)=C1\N=C(N)c2ccccc21	37%[activator]	24	-1%	-4%	-18%	0%	-20%
Cc1cc(SC#N)cc(C)c1NC(=O)CCl	4%	-83*	2%	14µM*	-5%	-9%	-2%

Remaining list, next part.
SMILES	AMA1-RON2 inh	HCMV antiviral	LmPK inhibitor	Sm TGR block	AmpC no deterg	TbPYK inhibitor	AmpC inh detg
CC(C)Oc1ccc2ccccc2c1CNC[C@H]1O[C@@H](n2ccc(=O)[nH]c2=O)[C@H](O)[C@@H]1O	7%	-6	nt	nt	nt	2%	nt
O=C(Cc1cccc(C(F)(F)F)c1)NCC(=O)Nc1cc(Cl)ccc1Cl	11%	19	-1%	-14%	6%	-4%	-9%
Nc1nnc(-c2cn(-c3ccccc3)nc2-c2ccc(Cl)cc2)o1	-7%	-33	1%	9%	-36%	10%	-17%
CCCCN(CC)C(=O)c1cc2c(=O)n3ccccc3nc2n1C	nt	40	nt	-20%	nt	-6%	2%
